# High-throughput results deposited in PubChem by Sanford-Burnham Center for Chemical Genomics.
# SENP7 block: SENP7 protease inhibitors, primary screen, biochemical, luminescence, uHTS | recombinant SENP7, Z-RLRGG-aminoluciferin luminescence, 40 min | 330,000 compounds, 1.5% hits | AID 434973, 2010 | Sentrin-specific protease 7 (Homo sapiens), Q9BQF6 | inhibition, % at 5 µM;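 active means inhibition above about 50% at the single test dose, limit read from the data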;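 further: plate controls were DMSO with enzyme for no effect and no enzyme buffer wells for full effect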
# A3G deaminase: APOBEC3G DNA deaminase inhibitors, primary screen, biochemical, fluorescence, single-stranded DNA substrate, uHTS. inhibition, % at 20 µM. DNA dC->dU-editing enzyme APOBEC-3G (Homo sapiens), Q9HC16. 330,000 compounds, 0.28% hits. recombinant A3G, ssDNA deamination FAM/TAMRA fluorescence;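 active means inhibition of at least 40% at 20 µM, with no more than 30% in the related APOBEC3A deaminase screen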;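 further: plate controls were DMSO wells with A3G for no effect and wells lacking A3G enzyme for full effect; some compounds called inactive have numbers as strong as hits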
# SENP1 FRET inh: human SENP1 catalytic domain inhibitors, primary screen, biochemical, FRET, uHTS. 360,000 compounds, 0.21% hits. inhibition, % at 10 µM. recombinant SENP1 catalytic domain, CyPet-SUMO1-YPet FRET cleavage. Sentrin-specific protease 1 (Homo sapiens), Q9P0U3;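 active means inhibition at least 30% at 10 µM, raw YFP signal under a set limit, fluorescence ratio 0.5 to 1.5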;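 further: 0% = enzyme with DMSO and 100% = no enzyme wells; some results filed as inactive read as strong as hits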
# Target sequence (Q9P0U3 419-644 limits assumed): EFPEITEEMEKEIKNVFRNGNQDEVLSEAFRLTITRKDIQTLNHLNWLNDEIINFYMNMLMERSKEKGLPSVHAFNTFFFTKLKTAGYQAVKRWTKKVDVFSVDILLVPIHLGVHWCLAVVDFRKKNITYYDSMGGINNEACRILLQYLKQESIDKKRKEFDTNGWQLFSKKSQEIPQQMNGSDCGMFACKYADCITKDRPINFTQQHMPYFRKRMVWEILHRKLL
#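 Assay system – human recombinant His6-tagged SENP1 catalytic domain enzyme · Input – SENP1 enzyme, 20 pM final · Buffer or medium – Tris pH 8 buffer plus EDTA, NaCl, BME, BSA, NP40, catalase · Schedule – 50 min reaction at room temperature · Technique – FRET read of cyan and yellow fluorescence · Control set – no-enzyme wells low, DMSO-plus-enzyme wells high control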
# Apaf-1 inh: inhibitors of human Apaf-1 apoptosome, primary screen, biochemical, DEVD-Rh110 fluorescence, uHTS; reconstituted apoptosome caspase-3 activity; inhibition, % at 20 µM; 330,000 compounds, 0.71% hits; AID 489030, 2010; active means inhibition of at least 40% at 20 µM;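 further: plate controls were DMSO wells for no effect and DEVD-CHO caspase inhibitor wells for full effect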
#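 detection = Rh110 fluorescence intensity | test system = biochemical Apaf-1 apoptosome reconstitution | also added = cytochrome c and DEVD-Rh110 substrate | schedule = 30 min plus 50 min, RT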
# SENP8 block-1: human SENP8 protease inhibitors, primary screen, biochemical, fluorescence, Nedd8 protein substrate, uHTS. recombinant SENP8. inhibition, % at 20 µM. Sentrin-specific protease 8 (Homo sapiens), Q96LD8. 360,000 compounds, 0.64% hits. AID 602440, 2012; in the data active means inhibition mostly above about 40%, no sharp cut-off; inactive means mostly below about 27%
# Target sequence (Q96LD8 whole entry, looked up): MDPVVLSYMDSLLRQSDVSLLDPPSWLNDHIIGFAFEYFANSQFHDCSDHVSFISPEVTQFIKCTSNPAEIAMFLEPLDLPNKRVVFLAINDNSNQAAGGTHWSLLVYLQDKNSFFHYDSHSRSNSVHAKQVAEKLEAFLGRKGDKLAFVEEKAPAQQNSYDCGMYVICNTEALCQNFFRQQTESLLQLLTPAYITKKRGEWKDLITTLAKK
# SENP8 block-2: SENP8 protease inhibitors, primary screen, biochemical, luminescence; purified SENP8, Z-RLRGG-aminoluciferin cleavage; inhibition, % at 10 µM; 330,000 compounds, 1.2% hits; Sentrin-specific protease 8 (Homo sapiens), Q96LD8; AID 2540, 2010; in the data active means inhibition above about 50%
# UBC13 polyUb: UBC13 polyubiquitin chain formation inhibitors, primary screen, biochemical, TR-FRET, uHTS | 330,000 compounds, 0.47% hits | Ubiquitin-conjugating enzyme E2 N (Homo sapiens), P61088 | inhibition, % at 20 µM; in the data active means inhibition above about 45%, passing the limit was not always enough
# Target sequence (P61088 whole entry, looked up): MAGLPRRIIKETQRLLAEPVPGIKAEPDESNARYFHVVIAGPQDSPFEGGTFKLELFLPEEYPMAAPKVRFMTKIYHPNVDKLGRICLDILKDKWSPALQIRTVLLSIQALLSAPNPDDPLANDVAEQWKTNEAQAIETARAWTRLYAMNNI
# SENP6 block: SENP6 protease inhibitors, primary screen, biochemical, luminescence, uHTS. Recombinant SENP6 catalytic domain, aminoluciferin luminescence. AID 2599, 2010. 330,000 compounds, 1.8% hits. inhibition, % at 10 µM. Sentrin-specific protease 6 (Homo sapiens), Q9GZR1;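 active means inhibition above about 50% at the single tested dose, limit read from the data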;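 further: plate controls were DMSO wells with enzyme for no effect and DMSO wells lacking enzyme for full effect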
# Active calls of the source: *; x = no result given. Hits appear at their usual frequency; 3.6% or so of the library scored in one or more.
# Sample of the layout (2 entries):
# Codes – A = SENP7 block; B = A3G deaminase; C = SENP1 FRET inh; D = Apaf-1 inh; E = SENP8 block-1; F = SENP8 block-2; G = UBC13 polyUb; H = SENP6 block
OCCN1CCN(c2nnc(-c3ccccc3)c3ccccc23)CC1
  A = 0	B = -8	C = 1	D = -6	E = 3	F = 4	G = -4	H = -1
Cc1ccc(OCC(=O)NCCCNC(=O)c2ccccn2)cc1C
  A = 4	B = -9	C = 1	D = -1	E = -1	F = 3	G = 8	H = 7

# Main list, repeating the preview:
# Codes – A = SENP7 block; B = A3G deaminase; C = SENP1 FRET inh; D = Apaf-1 inh; E = SENP8 block-1; F = SENP8 block-2; G = UBC13 polyUb; H = SENP6 block
OCCN1CCN(c2nnc(-c3ccccc3)c3ccccc23)CC1
  A = 0	B = -8	C = 1	D = -6	E = 3	F = 4	G = -4	H = -1
Cc1ccc(OCC(=O)NCCCNC(=O)c2ccccn2)cc1C
  A = 4	B = -9	C = 1	D = -1	E = -1	F = 3	G = 8	H = 7
Cc1ccc(O)c(C(=O)c2cnn(-c3ccc(S(=O)(=O)N4CCOCC4)cc3[N+](=O)[O-])c2)c1
  A = -1	B = -5	C = 1	D = -10	E = 24	F = 0	G = -28	H = -3
CCc1c(O)nc(SCC(=O)Nc2ccccc2OC)[nH]c1=O
  A = -2	B = -3	C = -23	D = -10	E = 4	F = 3	G = 16	H = -7
COc1ccc(S(=O)(=O)N2c3ccccc3OCC2C(C)(C)C)cc1 (stereo unspecified)
  A = -2	B = -4	C = 1	D = 13	E = 5	F = -5	G = -4	H = -30
O=C1Cc2ccccc2C(=O)N1c1ccc(F)cc1Cl
  A = 19	B = 2	C = -29	D = 29	E = 72*	F = 21	G = -2	H = 49
O=C(Nc1ccc(OCC(=O)N2CCOCC2)cc1)Nc1cccc(Cl)c1
  A = 1	B = -10	C = 2	D = -20	E = 7	F = -4	G = 1	H = -11
CN1C(=O)NC(NC(=O)c2ccncc2)(C(F)(F)F)C1=O (stereo unspecified)
  A = 8	B = 0	C = 2	D = 3	E = 29	F = 3	G = -7	H = -4
CC(C(=O)NC(c1ccccc1)c1ccccc1)N1CCOCC1 (stereo unspecified)
  A = 5	B = -7	C = 2	D = -1	E = 6	F = 0	G = 5	H = 1
CC(Sc1ncnc2ccccc12)C(=O)Nc1ccc2c(c1)OCO2 (stereo unspecified)
  A = 3	B = -2	C = -4	D = -2	E = 15	F = -4	G = 4	H = -8
COc1ccc(OC)c(C2=NOC(C(=O)NCc3ccco3)C2)c1 (stereo unspecified)
  A = -1	B = -1	C = -1	D = 6	E = -167	F = -1	G = -1	H = 2
COc1cccc(N(CC(=O)Nc2cccc(N(C)S(C)(=O)=O)c2)S(C)(=O)=O)c1
  A = 1	B = -4	C = 1	D = -27	E = -3	F = -4	G = -1	H = 4
COCCNC(=O)/C(C#N)=C\c1ccc(CNC(=O)C(=O)Nc2ccc(C)c(C)c2)o1
  A = 0	B = -5	C = 3	D = -8	E = 1	F = -2	G = -3	H = -4
Cc1cc(/C=C2\C(=N)N3N=C(C(C)C)SC3=NC2=O)c(C)n1-c1ccccc1
  A = -2	B = 17	C = -75	D = 24	E = -303	F = 8	G = -2	H = 4
Cc1ccc(CN2CCN(CC(=O)NCCCN3CCN(c4ccc(F)cc4)CC3)C2=O)cc1
  A = -15	B = -11	C = 3	D = 8	E = 13	F = -6	G = 7	H = -19
COc1cccc(Nc2nnc(SCC(=O)N(CC(C)C)CC(C)C)s2)c1
  A = 9	B = -6	C = 1	D = 11	E = 8	F = 1	G = 0	H = -8
CC(C1CCN(Cc2nc(C3CC3)no2)CC1)N1CCOCC1 (stereo unspecified)
  A = 10	B = -5	C = -2	D = -25	E = 9	F = -1	G = 3	H = -18
CCCCC#Cc1ccccc1CC(=O)Nc1ccccc1
  A = -8	B = -6	C = 1	D = 20	E = 18	F = 8	G = 3	H = 8
Cc1ccccc1CCN(C(=O)c1csnn1)C(C(=O)NC1CCCC1)c1ccncc1 (stereo unspecified)
  A = 1	B = -4	C = -1	D = 6	E = 6	F = 0	G = -4	H = -12
Cc1cc(C)nc(NC(=O)c2cccc(Cl)c2)n1
  A = 5	B = -5	C = 2	D = -4	E = 4	F = -21	G = 0	H = -4
COc1cc2c(cc1NC(=O)COC(=O)/C=C/c1ccc([N+](=O)[O-])cc1)oc1ccccc12
  A = -3	B = -3	C = 1	D = 0	E = 24	F = -5	G = -2	H = -21
COc1ccc(Cl)cc1NC(=O)CN(C)C(=O)c1ccc2c(c1)OCCO2
  A = -3	B = 0	C = -1	D = 4	E = 3	F = -2	G = 8	H = -18
CC(C)(C)NC(=O)C1CCC(C)(C(=O)O)C1(C)C (stereo unspecified)
  A = -6	B = -8	C = 1	D = -16	E = 21	F = 2	G = 5	H = 2
CCn1cc(C(=O)O)c(=O)c2cnc(N3CCN(C(=S)Nc4ccc(F)cc4)CC3)nc21
  A = -8	B = -2	C = x	D = -1	E = x	F = -6	G = -10	H = -9
COc1ccc(-c2nc(CCl)cs2)cc1OC
  A = 17	B = -2	C = 1	D = -4	E = -263	F = -4	G = 2	H = 0
Cc1cc(C)n2c(Nc3ccc4c(c3)OCCO4)c(-c3ccc(C)o3)nc2n1
  A = -2	B = 4	C = 16	D = 11	E = -58	F = 4	G = -2	H = 2
COc1ccc(S(=O)(=O)NC2CC(C)(C)NC(C)(C)C2)cc1C(C)C
  A = -5	B = -6	C = 4	D = 16	E = 12	F = -6	G = 1	H = -20
C=CCOc1ccc(CNC(C)(C)C)cc1OC
  A = 6	B = -4	C = 1	D = -14	E = 32	F = 5	G = 8	H = -11
Cc1ccc(C)c(NC(=S)NCC(c2cccnc2)N2CCOCC2)c1 (stereo unspecified)
  A = -1	B = 0	C = 0	D = -1	E = 20	F = 0	G = 2	H = 5
CCC(C)(C)c1nnc(NC(=O)C2CCN(C(=O)c3ccco3)CC2)s1
  A = 4	B = 67*	C = 0	D = 6	E = 3	F = 0	G = 4	H = -8

# 10 structures already listed, arranged by number of heavy atoms, low to high:
# Codes – A = SENP7 block; B = A3G deaminase; C = SENP1 FRET inh; D = Apaf-1 inh; E = SENP8 block-1; F = SENP8 block-2; G = UBC13 polyUb; H = SENP6 block
COc1ccc(-c2nc(CCl)cs2)cc1OC
  A = 17	B = -2	C = 1	D = -4	E = -263	F = -4	G = 2	H = 0
C=CCOc1ccc(CNC(C)(C)C)cc1OC
  A = 6	B = -4	C = 1	D = -14	E = 32	F = 5	G = 8	H = -11
CCCCC#Cc1ccccc1CC(=O)Nc1ccccc1
  A = -8	B = -6	C = 1	D = 20	E = 18	F = 8	G = 3	H = 8
CC(C1CCN(Cc2nc(C3CC3)no2)CC1)N1CCOCC1 (stereo unspecified)
  A = 10	B = -5	C = -2	D = -25	E = 9	F = -1	G = 3	H = -18
COc1ccc(S(=O)(=O)NC2CC(C)(C)NC(C)(C)C2)cc1C(C)C
  A = -5	B = -6	C = 4	D = 16	E = 12	F = -6	G = 1	H = -20
CCC(C)(C)c1nnc(NC(=O)C2CCN(C(=O)c3ccco3)CC2)s1
  A = 4	B = 67*	C = 0	D = 6	E = 3	F = 0	G = 4	H = -8
COc1ccc(Cl)cc1NC(=O)CN(C)C(=O)c1ccc2c(c1)OCCO2
  A = -3	B = 0	C = -1	D = 4	E = 3	F = -2	G = 8	H = -18
Cc1cc(C)n2c(Nc3ccc4c(c3)OCCO4)c(-c3ccc(C)o3)nc2n1
  A = -2	B = 4	C = 16	D = 11	E = -58	F = 4	G = -2	H = 2
CCn1cc(C(=O)O)c(=O)c2cnc(N3CCN(C(=S)Nc4ccc(F)cc4)CC3)nc21
  A = -8	B = -2	C = x	D = -1	E = x	F = -6	G = -10	H = -9
COc1cc2c(cc1NC(=O)COC(=O)/C=C/c1ccc([N+](=O)[O-])cc1)oc1ccccc12
  A = -3	B = -3	C = 1	D = 0	E = 24	F = -5	G = -2	H = -21
